Lamin A splicing = qHTS Assay for Modulators of Lamin A Splicing. AID 1487, 2009. HeLa LMNA splicing GFP/RFP minigene ratio, 48 h. Potency, µM (series often up to 46.1 µM), without a hit: at the highest dose ratio change, negative = inhibition, usual class: inhibitors. hit rate 0.01% among 200,000; active = well fitted inhibition curve with a large enough effect in the signal ratio, with a control signal flat, not every such curve was filed as active; inconclusive = small, poorly fitted or top-dose-only effect, or effect the other way, or a change in a side signal; the % refers to the signal ratio; note: potency is the fitted concentration of half-maximal effect; % is set by controls: 0 for no effect and ±100 for the full control effect
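S3 HeLa stable clones carrying a lamin A-EGFP splicing minigene plus DsRed2 were seeded at 600 cells/well in Opti-MEM with 2% FBS, pin-dosed and incubated 48 h at 37°C. Acumen cytometry (488 nm) gave the GFP/RFP total-intensity ratio.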
HTT aggregate = qHTS Multiplex Assay to Identify Dual Action Probes in a Cell Model of Huntington: Aggregate Formation (GFP). hit rate 1.1% among 220,000. PC12 HttQ103-GFP aggregates, Acumen cytometry, 40 h. Potency, µM (series often up to 46.1 µM), without a hit: top-dose activity change, negative = inhibition, hits mostly inhibitors; note: potency is the fitted concentration of half-maximal effect; % is set by controls: 0 for no effect and ±100 for the full control effect; nearly all actives have a fitted effect of over 60% in size
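Aggregates are detected as GFP objects 1–25 µm with signal 6 STDEV over background in lysates of induced PC12 cells. These carry Huntingtin exon 1 with 103 glutamines fused to GFP under an ecdysone promoter; compounds titrated.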
IMPase Li inh = qHTS Assay for Identifying the Cell-Membrane Permeable IMPase Inhibitors: Potentiation with Lithium; CHO-M1 cells, IP1 TR-FRET (IP-One), carbachol + lithium; Potency, µM (top dose mostly 59.4 µM), for inactives: top-dose activity, negative = IMPase inhibition, most hits filed as inhibitors; hit rate 0.35% among 210,000;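 note: IP1 builds up when IMPase is blocked and the TR-FRET signal falls; potency is the fitted concentration of half-maximal effect; plate controls were basal vehicle for no effect and high inhibitor control for full effect; nearly all actives have a fitted effect of over 50% in size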
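Steps: plate 2000 CHO-M1 cells per well and culture 16–30 h; add compound and lithium; incubate 30 min, 37C; add d2-IP1 tracer and Eu cryptate anti-IP1 antibody in lysis buffer; read after 10 min at room temperature.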
SMN2 splice enh = qHTS Assay for Enhancers of SMN2 Splice Variant Expression; Potency, µM (doses to about 46.1 µM), for inactives: at the top dose activity change, positive = activation, actives largely listed as activators; HEK293 SMN2-luciferase splicing reporter, luminescence, 30-36 h; hit rate 2.8% among 210,000; note: potency is the fitted concentration of half-maximal effect; % of control where 0% means no effect; nearly all actives have a fitted effect of over 55% in size
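HEK293 cells carry an SMN2 […]–luciferase reporter in which exon 7 inclusion puts luciferase in frame. Cells were plated 10-12 h before compound addition, then incubated 30-36 h at 37C. ONE-Glo luminescence was read; sodium butyrate at 4.5 mM final served as control.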
CBFb-RUNX1 inh = qHTS Assay for Compounds Blocking the Interaction Between CBF-beta and RUNX1 for the Treatment of Acute Myeloid Leukemia; Potency, µM (highest dose often 59.8 µM), for inactives: at the top dose activity, negative = inhibition, actives largely listed as inhibitors; AID 1477, 2009; 230,000 tested, under 10 active; AlphaScreen CBFb-His/RUNX1-biotin binding, biochemical; Runt-related transcription factor 1 (Homo sapiens) + Core-binding factor subunit beta …; note: % of control where 0% means no effect
Target sequence (Q01196 whole entry, looked up): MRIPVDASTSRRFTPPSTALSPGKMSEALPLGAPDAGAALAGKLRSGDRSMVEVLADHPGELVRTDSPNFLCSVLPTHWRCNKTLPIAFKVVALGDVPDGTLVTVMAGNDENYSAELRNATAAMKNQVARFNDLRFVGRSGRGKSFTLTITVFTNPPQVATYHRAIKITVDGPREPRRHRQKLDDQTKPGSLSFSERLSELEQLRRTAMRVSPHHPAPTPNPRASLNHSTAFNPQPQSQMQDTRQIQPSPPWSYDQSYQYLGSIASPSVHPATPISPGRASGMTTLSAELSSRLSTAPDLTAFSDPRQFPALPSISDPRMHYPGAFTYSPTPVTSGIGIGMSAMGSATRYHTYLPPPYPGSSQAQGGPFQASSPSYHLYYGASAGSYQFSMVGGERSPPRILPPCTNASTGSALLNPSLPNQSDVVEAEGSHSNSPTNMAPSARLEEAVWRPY
Target sequence (Q13951 whole entry, looked up): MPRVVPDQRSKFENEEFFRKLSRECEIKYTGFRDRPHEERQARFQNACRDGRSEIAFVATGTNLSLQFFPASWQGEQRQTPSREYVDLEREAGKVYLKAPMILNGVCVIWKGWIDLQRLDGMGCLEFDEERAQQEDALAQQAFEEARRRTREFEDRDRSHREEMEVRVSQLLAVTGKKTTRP
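Interaction loss through any mechanism counts as activity. Pre-formed complex of His-CBF-beta and biotin-RUNX1 (30 nM apiece) is incubated with compound 15 min, then with 50 ng nickel and 50 ng streptavidin beads for 90 min before AlphaScreen detection.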
HTT cytoprotect = qHTS Multiplex Assay to Identify Dual Action Probes in a Cell Model of Huntington: Cytoprotection (ATP); PC12 HTT-Q103 induced, cytoprotection, ATP luminescence, 40 h; Potency, µM (doses to about 56.4 µM), for the others: cytoprotection (ATP increase), hits mostly activators; hit rate 0.14% among 230,000;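 note: potency is the fitted concentration of half-maximal effect; % of control where 0% means no effect; nearly all actives have a fitted effect of over 45% in size; toxic huntingtin expression switched on by the ecdysone agonist tebufenozide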
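Quantitative HTS on tebufenozide-induced (100 nM) PC12 cells expressing HTTQ103 exon 1–GFP; compounds tested as a concentration series; survival measured via cellular ATP.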
Luc counter = Counterscreen for Luciferase (Kinase-Glo TM) Inhibition. Potency, µM (doses to about 38.3 µM), without a hit: top-dose activity change, negative = inhibition, most hits filed as inhibitors. AID 1379, 2008. Luciferin 4-monooxygenase (Photuris pensylvanica), Q27757. hit rate 0.28% among 200,000. Kinase-Glo luciferase, ATP luminescence, 8 min; note: potency is the fitted concentration of half-maximal effect; % is set by controls: 0 for no effect and ±100 for the full control effect; nearly all actives have a fitted effect of over 60% in size
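Inhibition of Kinase-Glo luciferase light generation was assessed at 10 uM ATP in pH 7.2 imidazole buffer, with luminescence measured after eight minutes at ambient temperature.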
* hit, by the source's call; ? = inconclusive; . = no result given; [ ] = remark or other dose. Unless noted, calls come from the whole dose curve; as a rule, active = well fitted curve in the direction sought with a large enough effect; inconclusive = small, poorly fitted or top-dose-only effect, or another doubt; inactive = no such curve, though single readings can be large; an effect the other way counts as inactive or inconclusive.

| entry | Compound | Lamin A splicing | HTT aggregate | IMPase Li inh | SMN2 splice enh | CBFb-RUNX1 inh | HTT cytoprotect | Luc counter |
| --- | --- | --- | --- | --- | --- | --- | --- | --- |
| 1 | COc1ccc(-c2c(C(F)(F)F)oc3cc(OCC(=O)Nc4ccccc4C(F)(F)F)ccc3c2=O)cc1OC | ? | ? | ? | -40.5%[inhibitor] | -0.5% | . | -8.7% |
| 2 | CCOc1ccc(/C(O)=C2\C(=O)C(=O)N(CCOCCO)C2c2ccccc2OC)cc1 (stereo not given) | 10.1% | 8.6% | ? | -3.8% | 1.1% | 11.1% | -0.4% |
| 3 | O=C(CSc1nnc2ccccn12)Nc1ncc(Cl)cc1Cl | -1.1% | 1.8% | 2.3%[38.3 µM] | ? | 2.3% | -40.1%[inhibitor] | -1.7% |
| 4 | COc1ccc(C2CCCN2C(=O)c2cccs2)cc1 (stereo not given) | -1.1% | -6.2% | -2.3%[38.3 µM] | -2.0% | 3.4% | 11.0% | -3.3% |
| 5 | O=C(c1ccc(N2C(=O)C3CCCCC3C2=O)cc1)N1CCCCC1 (stereo not given) | 3.0% | 7.5% | -3.2% | -4.9% | 6.3% | 31.5%[10 µM] | -1.6% |
| 6 | Cc1cc(NC(=O)CSc2nc3ccccc3n2CC(C)C)no1 | . | -13.0% | -1.5% | 18.4% | 4.1% | 13.8% | 2.5% |
| 7 | CC1(C)C2CC=C(/C=N/NC(=O)C(N)=O)C1C2 (stereo not given) | . | 10.1%[9.22 µM] | . | . | 0.0% | 18.3%[10 µM] | . |
| 8 | Cc1ccc(OCc2nc(-c3cccnc3)no2)cc1C | 10.6%[46 µM] | 44.8%[9.22 µM] | 0.9% | 14.9% | 8.4% | ? | -4.8% |
| 9 | O=c1cc(C(F)(F)F)[nH]c(=O)n1C1CCCCC1 | 9.9% | 10.7% | 16.2%[38.3 µM] | -31.2%[inhibitor] | -2.3% | -21.4% | 4.4% |
| 10 | Cc1ccc(S(=O)(=O)N2CCN(C(=O)c3ccccn3)CC2)c(C)c1 | -5.7%[9.22 µM] | 0.6% | -0.4% | -47.4% | 12.1% | -15.0% | 4.6% |
| 11 | CCCCC(=O)Nc1nnc(C)s1 | -7.3% | 2.9% | -4.6%[38.3 µM] | ? | -5.0% | -25.7%[10 µM] | 11.6% |
| 12 | CN(C)CCCN(Cc1ccccc1)C(=S)NCc1ccccc1 | -12.5%[46 µM] | 25.3% | 6.9% | -2.5% | 6.5% | -16.7% | 1.1% |
| 13 | Cc1oc(-c2ccc(Cl)cc2)nc1CN1CCCC(C(=O)NCCCN2CCCC2=O)C1 (stereo not given) | -23.9% | ? | 1.3%[38.3 µM] | -66.4%[inhibitor] | 1.0% | 9.2% | -5.8% |
| 14 | NC(N)=NCCC[C@H](NC(=O)CC1(CC(=O)N2CCN(C3c4ccccc4NC(=O)c4ccccc43)CC2)CCCC1)C(=O)NCCn1c(=O)n(-c2ccccc2)n(-c2ccccc2)c1=O (stereo not given in full) | . | . | 6.5% | 12.1% | -8.9% | 26.9% | -2.5% |
| 15 | COc1cccc(NC(=O)N[C@@H](Cc2ccccc2)C(=O)O)c1 | 9.2% | 15.7% | -14.5%[38.3 µM] | -10.2% | 10.1% | 10.3%[10 µM] | 1.6% |
| 16 | Fc1ccccc1CSc1nnc(-c2cnccn2)n1Cc1ccco1 | -5.5% | 8.9% | 10.5% | 10.7% | -5.3% | -1.9% | 3.7% |
| 17 | CNCC(O)Cn1c(C(F)(F)F)nc2ccccc21 (stereo not given) | -0.7% | 3.3% | 5.3% | -17.6% | -1.8% | -3.4%[10 µM] | -1.2% |
| 18 | CN(C)CCCN1C(=O)C(=O)/C(=C(/O)c2ccncc2)C1c1cccc(Br)c1 (stereo not given) | 9.3% | 10.4% | -1.2%[38.3 µM] | -17.2% | 9.5% | -5.4%[0.074 µM] | 2.3% |
| 19 | COCC(C)NC(=S)N1CCN(c2ccccc2Cl)CC1 (stereo not given) | 0.4%[46 µM] | 8.7% | 10.2% | -19.5% | 3.3% | -36.2%[inhibitor] | 0.7% |
| 20 | CC(=O)c1cccc(NC(=O)N2CCC(c3nnc(SCC(N)=O)n3C)CC2)c1 | -1.4% | 14.5% | -34.0%[38.3 µM] | 0.6% | -0.4% | 5.5%[10 µM] | 2.0% |
| 21 | S=C(NNC(=S)NC1CC2C=CC1C2)NC1CC2C=CC1C2 (stereo not given) | . | 18.8%[9.22 µM] | . | . | -22.0% | 24.2%[10 µM] | . |
| 22 | O=C(Nc1ccccc1)C1=C[C@@H](c2coc3ccccc3c2=O)C[C@@H](OCCCCO)O1 | . | 1.8%[9.22 µM] | 3.5% | . | 8.2% | 18.3%[10 µM] | . |
| 23 | O=C1/C(=C/c2cccc3ccccc23)CCCc2ccccc21 | ? | ? | 14.0% | ? | -2.6% | 17.9%[10 µM] | -1.3% |
| 24 | COC(=O)c1ccc(OC(=O)c2ccc(OCc3c(C)noc3C)c(OC)c2)cc1 | 3.2% | 8.0% | 4.3%[38.3 µM] | -10.8% | 5.2% | -8.9% | -2.7% |
| 25 | COc1ccc(C2CC(=O)c3cnn(-c4nc(C)cc(C)n4)c3C2)cc1 (stereo not given) | ? | -2.9% | -4.8% | 22.0% | 3.3% | -58.9%[inhibitor] | -4.1% |
| 26 | CC(C)Sc1ncnc2c1oc1ccccc12 | ? | -3.4% | -9.6%[38.3 µM] | 10.3% | 10.0% | -48.4%[inhibitor] | -1.5% |
| 27 | COc1cccc(NC(=O)Cc2cn(C)c3ccccc23)c1 | -1.4% | 4.7% | -8.1%[38.3 µM] | -10.2% | -3.5% | -13.3% | -0.6% |
| 28 | Brc1ccc(CNCc2cccs2)cc1 | ? | 4.0% | -6.5% | 11.5% | 1.3% | . | 0.0% |
| 29 | CC(C)N1CCN(Cc2cccs2)CC1CCO (stereo not given) | -6.1%[46 µM] | 10.2%[9.22 µM] | 15.9% | . | 8.7% | 6.4%[10 µM] | -1.8% |
| 30 | COc1ccc(NC(=O)C2CC(=O)N/C(=N/N=C/c3ccco3)S2)cc1 (stereo not given) | . | 13.3%[9.22 µM] | . | . | 7.6% | 14.3%[10 µM] | . |

The list goes on, overlapping the part above by 3 compounds.
| entry | Compound | Lamin A splicing | HTT aggregate | IMPase Li inh | SMN2 splice enh | CBFb-RUNX1 inh | HTT cytoprotect | Luc counter |
| --- | --- | --- | --- | --- | --- | --- | --- | --- |
| 28 | Brc1ccc(CNCc2cccs2)cc1 | ? | 4.0% | -6.5% | 11.5% | 1.3% | . | 0.0% |
| 29 | CC(C)N1CCN(Cc2cccs2)CC1CCO (stereo not given) | -6.1%[46 µM] | 10.2%[9.22 µM] | 15.9% | . | 8.7% | 6.4%[10 µM] | -1.8% |
| 30 | COc1ccc(NC(=O)C2CC(=O)N/C(=N/N=C/c3ccco3)S2)cc1 (stereo not given) | . | 13.3%[9.22 µM] | . | . | 7.6% | 14.3%[10 µM] | . |
| 31 | Cc1nc2c(oc3ccc(Cl)cc32)c(=O)[nH]1 | . | -29.3%[9.22 µM] | . | . | -3.8% | 0.9%[10 µM] | . |
| 32 | Cc1csc2c(N3CCN(C(=O)c4ccc(C(C)(C)C)cc4)CC3)ncnc12 | . | 26.6%[9.22 µM] | . | . | 3.3% | 18.4%[10 µM] | . |
| 33 | CCc1cccc(CC)c1NC(=S)NCCc1c(C)[nH]c2ccccc12 | ? | ? | 7.2% | -29.2% | ? | . | 1.0% |
| 34 | O=C(N/N=C/c1c(Cl)[nH]c2ccccc12)c1ccc2c(c1)OCCO2 | . | -25.7%[9.22 µM] | . | . | 9.4% | -47.3%[inhibitor][10 µM] | . |
| 35 | O=C(O)c1ccccc1C(=O)NCCc1ccc(Cl)cc1 | ? | 18.7% | -1.1% | -19.7% | 11.9% | -27.6% | -0.2% |
| 36 | CNC(=S)N/N=C(\C)c1cccc(C(F)(F)F)c1 | . | 10.9% | -5.4% | 3.3% | 4.8% | -7.3% | 2.8% |
| 37 | N#C/C(=C\c1cccc([N+](=O)[O-])c1)C(=O)Nc1cccnc1 | . | 10.0% | -5.4% | -4.8% | -5.9% | -15.6% | 3.3% |
| 38 | Cc1ccc2c(c1)CCCN2C(=O)c1ccco1 | 3.4% | 2.51µM* | 7.0%[38.3 µM] | 23.4% | 0.5% | -16.6% | -5.8% |
| 39 | CCOC(=O)CSC1=Nc2ccccc2C2=NC(CC(=O)NCc3ccc(OC)cc3)C(=O)N12 (stereo not given) | -8.1% | -14.0% | 17.0% | 0.0% | 12.0% | 7.3%[10 µM] | -1.0% |
| 40 | C=CCn1c(COc2cc(C)ccc2C(C)C)nnc1SCC(=O)c1c(N)n(C)c(=O)n(C)c1=O | 10.8% | 6.0% | 12.7% | -29.2% | 0.7% | 11.2%[10 µM] | 0.8% |
| 41 | CCOC(=O)c1nn(-c2cccc(Cl)c2)c2nc(CC(C)C)c(C#N)c(=O)n12 | 1.4% | -20.9% | 13.0% | -41.2%[inhibitor] | 6.7% | -1.3%[10 µM] | 0.1% |
| 42 | COc1ccc(Cl)cc1C(=O)NNC(=S)NC(=O)c1cc(-c2ccccc2)nc2ccccc12 | -18.2% | 18.4% | -5.3%[38.3 µM] | -20.4% | 0.4% | ? | -2.4% |
| 43 | Cn1nc(-c2ccc(C(=O)Nc3cccc(Cl)c3)cc2)c2ccccc2c1=O | 5.2% | 0.1% | -1.9%[38.3 µM] | -34.1%[inhibitor] | 5.2% | -13.0% | -1.5% |
| 44 | Clc1ccc(-c2cc(COc3ccccc3)on2)cc1 | . | 24.9% | -7.5% | ? | 18.1% | -51.5% | 2.0% |
| 45 | Cc1cccc2cc(COC(=O)C3CCCCC3)c(=O)[nH]c12 | 6.3% | -2.0% | -29.9%[38.3 µM] | 14.8% | 18.7% | 13.2%[0.074 µM] | 9.0% |
| 46 | CCn1cc(C(=O)NCC2CCCO2)c(=O)c2cc(S(=O)(=O)N(C)C3CCCCC3)ccc21 (stereo not given) | -8.2% | -24.4% | 6.2% | -7.9% | -3.0% | -6.0%[10 µM] | -1.1% |
| 47 | Cc1csc(NC(=O)c2nc3nc(C)cc(C)n3n2)n1 | -0.9% | 4.6% | -11.5%[38.3 µM] | 11.2µM* | -4.0% | -39.7%[inhibitor] | -9.7% |
